Screening results: PubChem, National Center for Advancing Translational Sciences (NCATS)
CBFb-RUNX1 inh: inhibitors of human CBF-beta and RUNX1 interaction. Q01196+Q13951. AlphaScreen CBFb-His/RUNX1-biotin binding, biochemical. Potency, µM (top dose mostly 59.8 µM), without a hit: at the highest dose activity, negative = inhibition, most hits filed as inhibitors. 230,000 tested, under 10 active. AID 1477; note: % of control where 0% means no effect
Target sequence (Q01196 whole entry, looked up): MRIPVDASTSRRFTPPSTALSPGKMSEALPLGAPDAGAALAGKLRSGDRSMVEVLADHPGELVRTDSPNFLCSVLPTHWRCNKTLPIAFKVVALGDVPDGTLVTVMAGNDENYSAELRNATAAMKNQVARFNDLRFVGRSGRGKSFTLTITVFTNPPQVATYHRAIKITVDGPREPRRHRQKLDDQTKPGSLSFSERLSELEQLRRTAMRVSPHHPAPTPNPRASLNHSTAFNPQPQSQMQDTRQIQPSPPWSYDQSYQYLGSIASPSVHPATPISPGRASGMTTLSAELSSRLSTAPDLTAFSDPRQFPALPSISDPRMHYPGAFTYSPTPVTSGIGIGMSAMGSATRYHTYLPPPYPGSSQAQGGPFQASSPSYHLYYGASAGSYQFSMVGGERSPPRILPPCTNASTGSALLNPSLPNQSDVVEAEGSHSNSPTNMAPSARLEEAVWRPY
Target sequence (Q13951 whole entry, looked up): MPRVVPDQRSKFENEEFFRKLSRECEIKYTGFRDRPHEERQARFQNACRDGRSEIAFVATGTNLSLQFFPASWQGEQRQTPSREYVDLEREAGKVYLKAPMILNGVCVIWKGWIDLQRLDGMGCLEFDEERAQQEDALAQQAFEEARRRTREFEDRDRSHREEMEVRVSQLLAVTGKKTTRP
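Read-out: AlphaScreen. Format: His-CBF-beta with biotinylated RUNX1 (30 nM each) preincubated 20 min, compound 15 min, Ni-chelate plus streptavidin beads 90 min; room temperature throughout.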
NPSR antag: neuropeptide S receptor (human) antagonism, cAMP; Q6W5P4; CHO-NPSR cells, cAMP TR-FRET, antagonist mode; Potency, µM (doses to about 38.3 µM), for the others: at the highest dose activity change, negative = inhibition, actives largely listed as inhibitors; 220,000 compounds, 1% hits; AID 1461; note: potency is the fitted concentration of half-maximal effect; % is set by controls: 0 for no effect and ±100 for the full control effect; nearly all actives have a fitted effect of over 50% in size; many of its hits are not listed in these tables
Target sequence (Q6W5P4 whole entry, looked up): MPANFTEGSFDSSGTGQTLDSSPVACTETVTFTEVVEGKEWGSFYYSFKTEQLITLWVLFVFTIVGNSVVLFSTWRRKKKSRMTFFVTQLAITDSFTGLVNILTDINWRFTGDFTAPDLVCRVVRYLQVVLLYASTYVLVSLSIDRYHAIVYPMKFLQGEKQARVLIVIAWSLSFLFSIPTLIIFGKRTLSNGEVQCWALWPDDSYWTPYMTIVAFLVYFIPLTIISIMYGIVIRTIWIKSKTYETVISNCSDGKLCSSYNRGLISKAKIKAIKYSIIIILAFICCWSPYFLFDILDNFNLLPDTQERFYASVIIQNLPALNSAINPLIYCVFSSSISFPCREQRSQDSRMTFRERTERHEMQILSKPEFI
Epigenetic reg: epigenetic control regulation, reporter derepression | murine LDR cells, GFP reporter derepression, 30 h | Potency, µM (titrated, usually from 53.9 µM), for the others: at the highest dose GFP activation, most hits filed as activators | 280,000 compounds, 0.2% hits; note: potency is the fitted concentration of half-maximal effect; % of control where 0% means no effect; nearly all actives have a fitted effect of over 60% in size
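In this reporter-derepression format, murine cells bearing a silenced integrated CMV-GFP locus incubate with test compound (30 h, 37 C), then are washed and imaged; fluorescent objects of 20–120 um count as induced cells.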
IMPase Li cell: membrane-permeable IMPase blocker, potentiated with lithium | Potency, µM (top dose mostly 59.4 µM), inactives show top-dose activity, negative = IMPase inhibition, most hits filed as inhibitors | CHO-M1 cells, IP1 TR-FRET (IP-One), carbachol + lithium | 210,000 compounds, 0.35% hits;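 note: IP1 builds up when IMPase is blocked and the TR-FRET signal falls; potency is the fitted concentration of half-maximal effect; plate controls were basal vehicle for no effect and high inhibitor control for full effect; nearly all actives have a fitted effect of over 50% in size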
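CHO-M1, 2000 cells/well, 16–30 h culture; cpd + low Li+, 30 min 37C; lysis with d2-IP1/Eu-anti-IP1 Ab, 10 min RT; TR-FRET 665/620 ratio and 620 channel; AC50 via Hill.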
Lamin A splicing: modulators of lamin A splicing; 200,000 compounds, 0.01% hits; Potency, µM (highest dose often 46.1 µM), without a hit: at the top dose ratio change, negative = inhibition, most hits filed as inhibitors; HeLa LMNA splicing GFP/RFP minigene ratio, 48 h; active = well fitted inhibition curve with a large enough effect in the signal ratio, with a control signal flat, not every such curve was filed as active; inconclusive = small, poorly fitted or top-dose-only effect, or effect the other way, or a change in a side signal; the % refers to the signal ratio; note: potency is the fitted concentration of half-maximal effect; % is set by controls: 0 for no effect and ±100 for the full control effect
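S3 HeLa stable clones carrying a lamin A-EGFP splicing minigene plus DsRed2 were seeded at 600 cells/well in Opti-MEM with 2% FBS, pin-dosed and incubated 48 h at 37°C. Acumen cytometry (488 nm) gave the GFP/RFP total-intensity ratio.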
HttQ103 aggreg: mutant huntingtin aggregation inhibition. AID 1688. 220,000 compounds, 1.1% hits. PC12 HttQ103-GFP aggregates, Acumen cytometry, 40 h. Potency, µM (series often up to 46.1 µM), inactives show top-dose activity change, negative = inhibition, actives largely listed as inhibitors; note: potency is the fitted concentration of half-maximal effect; % is set by controls: 0 for no effect and ±100 for the full control effect; nearly all actives have a fitted effect of over 60% in size
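Ecdysone-promoter PC12 model expressing HTT exon 1 Q103 fused to GFP, induced by tebufenozide at 100 nM final. Compounds titrated; aggregates sized 1–25 µm scored on a 488 nm laser cytometer.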
KinaseGlo FLuc: counter-screen: inhibitors of Kinase-Glo firefly luciferase; Q27757; Kinase-Glo luciferase, ATP luminescence, 8 min; Potency, µM (series often up to 38.3 µM), without a hit: at the top dose activity change, negative = inhibition, most hits filed as inhibitors; 200,000 compounds, 0.28% hits; AID 1379; note: potency is the fitted concentration of half-maximal effect; % is set by controls: 0 for no effect and ±100 for the full control effect; nearly all actives have a fitted effect of over 60% in size
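Compound is pinned into ATP-containing buffer (10 uM ATP, imidazole pH 7.2, 7 mM MgCl2). Kinase-Glo luciferase reagent is then added. Light output is recorded following an 8-min room-temperature incubation.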
* hit, by the source's call; ? = inconclusive; nt = not tested or not shown; [ ] = remark or other dose. Unless noted, calls come from the whole dose curve; as a rule, active = well fitted curve in the direction sought with a large enough effect; inconclusive = small, poorly fitted or top-dose-only effect, or another doubt; inactive = no such curve, though single readings can be large; an effect the other way counts as inactive or inconclusive. This is a subset (hit frequency here may not be typical).

Start of the data: the first two entries, ahead of the listing:
SMILES,CBFb-RUNX1 inh,NPSR antag,Epigenetic reg,IMPase Li cell,Lamin A splicing,HttQ103 aggreg,KinaseGlo FLuc
COc1ccc2occ(C(=O)c3ccc(N=C(C)N(C)C)cc3)c2c1,1%,-8%[46.1 µM],-2.3%,2%[38.3 µM],?,4%,-7%
COc1ccc(CC(=O)NC(C)CCc2ccccc2)cc1 (stereo not drawn),11%,-5%,-3.7%,1%,nt,-9%,-2%

The listing, repeating the preview:
SMILES,CBFb-RUNX1 inh,NPSR antag,Epigenetic reg,IMPase Li cell,Lamin A splicing,HttQ103 aggreg,KinaseGlo FLuc
COc1ccc2occ(C(=O)c3ccc(N=C(C)N(C)C)cc3)c2c1,1%,-8%[46.1 µM],-2.3%,2%[38.3 µM],?,4%,-7%
COc1ccc(CC(=O)NC(C)CCc2ccccc2)cc1 (stereo not drawn),11%,-5%,-3.7%,1%,nt,-9%,-2%
COc1ccc(NC(=O)CN2CCC(Cc3ccccc3)CC2)cc1S(=O)(=O)N1CCOCC1,18%,8%,-3.0%,-2%,-13%,-17%,-1%
C/C(CC(=O)Nc1ccc(Cl)c(Cl)c1)=N\NC(N)=S,-5%,-2%[46.1 µM],2.7%,3%[38.3 µM],?,-15%,0%
Cc1ccccc1N=Nc1c(C)[nH]n(-c2ccccc2)c1=O,-6%,5%,0.0%,5%,-5%[46 µM],-9%[9.22 µM],4%
O=C(NN1CCOCC1)c1sc2cccc(F)c2c1Cl,-2%,-5%,-0.9%,-12%,nt,8%,0%
O=S(=O)(NC1=NCCCCC1)c1ccccc1Cl,7%,10%,1.1%,nt,nt,6%[9.22 µM],nt
O=C(CSc1cc(Cl)ccc1Cl)NC1CCCc2ccccc21 (stereo not drawn),6%,-21%,0.0%,4%,?,9%,-3%
N#Cc1ccc(-c2ccc(OCC(=O)NCC(=O)Nc3ccc(F)c(F)c3F)cc2)cc1,-11%,5%,-1.3%,-1%,10%,10%,-3%
COc1ccc(NC(=O)c2cccc([N+](=O)[O-])c2)cc1,-8%,13%,3.6%,4%,nt,-12%,?
Clc1ccc(OCc2nc(-c3ccncc3)no2)c(Br)c1,14%,-7%,0.0%,12%,?,-1%,5%
Cc1ccc(S(=O)(=O)Oc2ccc(/C=C(/NC(=O)c3ccccc3)C(=O)NCCCC(=O)O)cc2)cc1,3%,-9%,-1.0%,9%,nt,0%[9.22 µM],-3%
COc1ccc(Cn2c(C)nnc2-c2cnn(C)c2N)cc1,14%,19%,0.0%,-12%,-5%[46 µM],17%,8%
O=C(N1CCCCC1)N1CCN(C(c2ccccc2)c2ccccc2)CC1,5%,?,-1.1%,35%[38.3 µM],9%,-16%,-1%
COc1ccc(/C=N/N=C/c2c[nH]c(=O)c(C#N)c2Nc2ccccc2)cc1,5%,-22%,0.2%,4%,-1%,9%,-1%
Cc1cc(=O)[nH]c(N2CCN(Cc3ccccc3)CC2)n1,2%,-2%[46.1 µM],-0.2%,23%[38.3 µM],6%,?,0%
COC(=O)CCC(=O)OC1(C)C(=O)C=C2C=C(C3CC3)N(c3cccc(C#N)c3)C=C2C1=O (stereo not drawn),1%[13.1 µM],4%,4.8%,-2%,-3%[9.22 µM],18%[9.22 µM],-13%[7.66 µM]
O=C1CC(SC(=Nc2ccccc2)Nc2ccccc2)C(=O)N1c1ccc(Cl)cc1 (stereo not drawn),-1%,-20%[46.1 µM],0.0%,7%[38.3 µM],2%[0.0737 µM],-5%,4%
Cc1ccc(CNC(=O)CSc2ccsc2[N+](=O)[O-])cc1,-8%,-3%,0.0%,18%,?,3%,0%
CC(=O)Nc1ccc(/C=N/N2CCCCC2)cc1,-11%,6%,0.9%,-7%,?,-12%,-3%
Cc1cccc(NC(=O)COc2ccc(/C=N\n3cnnc3)cc2)c1,5%,-2%,?,13%,8%,14%,-7%
CC(=O)Oc1c2c(c3c(c1CC=C(C)C)O[C@@]14C(=CC5CC1C(C)(C)OC4(C/C=C(\C)C(=O)O)C5=O)C3=O)OC(C)(CCC=C(C)C)C=C2 (stereo partly drawn),-1%,nt,?,16%,nt,nt,-3%
COc1cccc(-c2nc(CS(=O)(=O)CC(=O)NCc3ccc(Cl)cc3)c(C)o2)c1,2%,0%,0.0%,-9%,-14%,4%,2%
Cc1cc(C)nc(SCCC(=O)Nc2ccc(F)cc2)n1,-10%,-8%,0.2%,5%,-7%[9.22 µM],2%,0%
O=C(NCCCN1CCOCC1)c1cc(-c2ccc(Br)cc2)on1,15%,15%[46.1 µM],-2.0%,-16%[38.3 µM],?,-4%,-1%
Cc1nc(C(C)NC(=O)CCc2nnc(-c3ccsc3)o2)cs1 (stereo not drawn),8%,-13%,1.0%,1%,2%[46 µM],-3%[9.22 µM],1%
CC1(C)OC(c2ccccc2)=C/C(=C/C=C2C(=O)c3ccccc3C2=O)O1,?,22%,-0.9%,11%,nt,-6%,?
C=CC1=C2C=C(C3CC3)N(CC(C)C)C=C2C(=O)C(C)(OC(=O)c2ccco2)C1=O (stereo not drawn),7%[13.1 µM],nt,nt,7%,12%[9.22 µM],nt,-1%[7.66 µM]
Nc1nn2c(-c3ccccc3)cc(=O)[nH]c2c1N=Nc1ccc(Br)cc1,-11%,-26%,-0.2%,17%,-27%[9.22 µM],-19%[9.22 µM],0%
CCn1c(COc2ccc3c(c2)CCCC3)nnc1SCC(=O)Nc1nccs1,8%,-3%[46.1 µM],-2.3%,6%,-10%,-11%,5%
CCOCC(=O)N1CCN(c2ccc(F)cc2)CC1,2%,1%[46.1 µM],0.9%,-18%[38.3 µM],5%,11%,-4%
Cc1cccc(CN2C(=O)CCSc3ccc(Cl)cc32)c1,0%,-19%[46.1 µM],1.1%,11%[38.3 µM],-4%,-20%,-2%
CCCCNC(=O)[C@H](Cc1c[nH]c2ccccc12)NC(=O)c1ccccc1Cl,-6%,6%,0.0%,-4%,-7%,10%,2%
O=C(NCCCn1ccnc1)C(=O)NCc1ccc(Cl)cc1,1%,3%[46.1 µM],-2.0%,3%,-19%,-17%,3%
CC(C)c1cc(C(C)C)n2nc(N)nc2n1,2%,-28%,1.0%,nt,nt,17%[9.22 µM],nt
COc1cc(/C=C/C(=O)c2c(O)cc(C)oc2=O)ccc1O,0%,nt,-1.1%,18%,nt,nt,-4%
CC1NC(=O)NC1CCCCCC(=O)Nc1ccc(F)c(Cl)c1 (stereo not drawn),nt,-8%,-3.4%,-10%,nt,-20%,2%
Cn1cc(SCC(=O)NCc2ccc3c(c2)OCO3)c2ccccc21,-4%,-11%[46.1 µM],0.0%,26%[38.3 µM],-8%,5%,0%
FC(F)(F)c1cccc(OCC2CNC(=S)O2)c1 (stereo not drawn),5%,8%,-1.1%,nt,nt,9%[9.22 µM],nt
COc1ccc2[nH]c(=O)c(CN(Cc3ccco3)Cc3nnnn3Cc3ccccc3)cc2c1,2%,?,?,?,15%,?,0%
Cc1csc(NC(=O)c2cc(-c3ccncc3)nc3ccccc23)n1,-19%,-6%,-3.8%,3%,-9%[46 µM],33%,-3%
COc1cccc(C2CC(c3ccc(Cl)cc3)n3nc(N)nc3N2)c1 (stereo not drawn),-1%,-12%[46.1 µM],0.0%,6%[38.3 µM],-2%,6%,14%
C[C@@H]1C(c2ccccc2)=NN(c2ccccc2)[C@H]1C(=O)N1CCOC1=O,27%[89.1 µM],nt,-0.3%,2%,nt,nt,6%[39.9 µM]
CC(=O)c1cccc(NC(=O)C2(c3ccccc3)CC2(Cl)Cl)c1 (stereo not drawn),8%,-26%,1.1%,7%,-12%[46 µM],3%,-1%
COC1=C(Nc2ccccc2OC)C(=O)c2ccccc2C1=O,?,-26%,0.0%,nt,nt,-44%[9.22 µM],nt
O=C(CS(=O)(=O)c1c[nH]c2ccccc12)N1CCCc2ccccc21,15%,-10%[46.1 µM],-0.8%,22%[38.3 µM],?,5%,2%
O=C1CC(C(=O)NCCc2ccccc2)SC(=Nc2ccccc2)N1 (stereo not drawn),3%,12%,1.9%,nt,nt,5%[9.22 µM],nt
Cc1csc(NC(=O)CSc2nnc(-c3ccccn3)n2-c2ccc(C)c(C)c2)n1,-8%,-16%[46.1 µM],-1.0%,2%[38.3 µM],6%,-1%,2%
[O-]C1=N/[N+](=C/c2ccccc2)CC1,7%,18%,0.0%,nt,nt,0%[9.22 µM],nt
O=S1(=O)c2cccc3cccc(c23)N1Cc1ccc(-c2nnco2)cc1,14%,-7%[46.1 µM],-0.1%,27%[38.3 µM],?,-16%,-2%

Continuation.
SMILES,CBFb-RUNX1 inh,NPSR antag,Epigenetic reg,IMPase Li cell,Lamin A splicing,HttQ103 aggreg,KinaseGlo FLuc
CCOC(=O)C1CCN(c2ncnc3c2cnn3-c2ccc(OC)cc2)CC1,0%,-17%[46.1 µM],6.4%,4%[38.3 µM],3%,0%,1%
CCOC(=O)C(CC)/C(C)=N\NC(=O)c1cccc(C)c1 (stereo not drawn),4%,-15%,-4.9%,-1%,3%[46 µM],?,1%
C/C=C/C=C/C(=O)N1CC2(CC(c3cccc(NC(=O)CCCCC)c3)=NO2)C[C@H]1C(N)=O (stereo partly drawn),7%,11%,0.9%,nt,nt,-35%[9.22 µM],nt
CCCC(=O)Nc1nc2ccc(OC)cc2s1,4%,-7%[46.1 µM],1.3%,34%[38.3 µM],-11%,-42%,-1%
Cc1ccc(NC(=O)CCn2c(=O)[nH]c3ccsc3c2=O)cc1,-6%,5%,-2.9%,-4%,nt,?,-1%
CCOc1ccc(CNCc2cccnc2)cc1,-1%,4%[46.1 µM],1.2%,9%,-4%,-8%,-1%
CN(C(=O)COc1ccccc1)c1nnc(-c2cccnc2)s1,4%,-5%[46.1 µM],0.5%,17%[38.3 µM],12%,-8%,-3%
O=C(Nc1cccc(S(=O)(=O)NC2=NCCCCC2)c1)C1COc2ccccc2O1 (stereo not drawn),-11%,-6%,-0.5%,5%,-17%[46 µM],-15%[9.22 µM],1%
CCS(=O)(=O)N1CCC(C(=O)NCc2cccs2)CC1,5%,-2%[46.1 µM],-2.0%,16%[38.3 µM],15%,-1%,-3%
COc1ccc(NS(=O)(=O)c2ccc3nc(COc4ccc(C#N)cc4)[nH]c3c2)cc1,-9%,2%,-1.1%,6%,?,?,2%
